GPR35 arrestin U2OS: GPR35 antagonists blocking zaprinast-driven arrestin recruitment, primary screen, imaging, U2OS, beta-arrestin-GFP, zaprinast agonist (AID 2058); G-protein coupled receptor 35 (Homo sapiens); U2OS GPR35 beta-arrestin-GFP translocation imaging, zaprinast antagonism; higher % means a stronger effect; inhibition, % at 10 µM, or IC50 in µM where a hit was titrated; 290,000 tested, 0.052% active;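 active = inhibition of at least 50% with at least 30 cells and total cytoplasm GFP at most 10,000,000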
LYP phosphatase: inhibitors of LYP phosphatase, biochemical, fluorescence intensity, uHTS (AID 1779); Tyrosine-protein phosphatase non-receptor type 22 (Homo sapiens); recombinant LYP phosphatase, fluorescence intensity; higher % means a stronger effect; one-dose inhibition, % at 11.5 µM; IC50 in µM for titrated hits; 290,000 tested, 0.054% active; in the data active = inhibition above about 50%;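 note: plate controls were vehicle with enzyme for no effect and no enzyme for full effect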
CSM14.1 death rescue: rescue of cells from ER stress-induced death, primary screen, 384-well, CSM14.1, thapsigargin, ATP luminescence (AID 1222) | cellular ATP content (survival), % at 20 µM; hits with a dose series show EC50 in µM | 190,000 tested, under 10 active | CSM14.1 thapsigargin-induced death rescue, ATP luminescence; higher % means a stronger effect;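 active = EC50 below 50 µM in the dose-response confirmation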;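 note: death triggered by thapsigargin at about 15 µM added after 2 h compound pretreatment; cell ATP read after overnight thapsigargin exposure of roughly 18 to 22 hours; normalized against plate controls of thapsigargin alone and 5% DMSO vehicle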
Salmonella PhoP GFP: inhibitors of PhoP regulon expression, primary screen, Salmonella Typhimurium, GFP reporter (AID 1863); S. Typhimurium PhoP-regulated promoter GFP reporter, 4 h; higher % means a stronger effect; inhibition, % at 50 µM, or IC50 in µM where a hit was titrated; 300,000 tested, 0.16% active;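 active = inhibition over 29.93%, a cutoff 3 SD above the screen mean, later confirmed by dose response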;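 note: 0% = low Mg2+ inducing control and 100% = high Mg2+ repressing control; strong numbers were not always called active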
Dengue-2 NS5 capping: Dengue-2 NS5 methyltransferase inhibitors, primary screen, biochemical, confirmation dose response (AID 588689) | Genome polyprotein (Dengue virus type 2 (strain 16681-PDK53)) | Dengue-2 NS5 methyltransferase capping enzyme assay, biochemical; higher % means a stronger effect | inhibition, % at 25 µM; hits with a dose series show IC50 in µM | 340,000 tested, 0.3% active; in the data active = a potency from the dose series
MgcRacGAP inhibition: MgcRacGAP GTPase-activating activity inhibitors, confirmation, biochemical, ADP Hunter fluorescence. MgcRacGAP-stimulated Rac1 GTP hydrolysis, ADP Hunter fluorescence; higher % means a stronger effect; GST-tagged Rac1 F28L mutant substrate. inhibition, % at 30 µM; hits with a dose series show IC50 in µM. 340,000 tested, 0.6% active. AID 624330, 2012;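 active = first-screen hits whose inhibition reached a set limit at any dose in the follow-up dose series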;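 note: fluorescence reports GDP produced by GAP-driven GTP hydrolysis; strong numbers were not always called active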
RSV antiviral HEp-2: RSV antiviral activity via CPE protection, HEp-2 cells, primary 10 µM value included (AID 2391); HEp-2 cells, RSV-induced CPE inhibition; higher % means a stronger effect; CPE inhibition, % at 10 µM; hits with a dose series show IC50 in µM; 310,000 tested, 0.13% active; in the data active = a potency from the dose series; note: strong numbers were not always called active
Large T inhibition: SV40 large T antigen inhibitors, biochemical (AID 1903). 310,000 tested, 0.39% active. SV40 large T antigen ATPase/helicase inhibition assay; higher % means a stronger effect. inhibition, % at 20 µM; hits with a dose series show IC50 in µM; in the data active = a potency from the dose series; note: strong numbers were not always called active
West Nile virus CPE: West Nile virus antiviral activity, cell-based, CPE readout (AID 1621); West Nile virus-infected cells, CPE inhibition; higher % means a stronger effect; CPE inhibition, % at 10 µM, or IC50 in µM where a hit was titrated; 290,000 tested, 0.02% active; in the data active = a potency from the dose series; note: strong numbers were not always called active
Dengue-2 NS5 capping pilot replicate: recorded beside Dengue-2 NS5 capping, whose call it bears; inhibition, %; measured here: pilot screen replicate inhibition
* marks the source's active call; other numbers are inactive results; · = not tested or not shown.

SMILES	GPR35 arrestin U2OS	LYP phosphatase	CSM14.1 death rescue	Salmonella PhoP GFP	Dengue-2 NS5 capping	MgcRacGAP inhibition	RSV antiviral HEp-2	Large T inhibition	West Nile virus CPE	others
Cc1cccc(C2CC(c3ccc(F)cc3)Nc3nc(N)nn32)c1 (centres undefined)	-6.1%	-2.3%	0.1%	-8.0%	-6.5%	3.6%	1.7%	3.1%	0.1%
Cc1noc(C)c1S(=O)(=O)Nc1c(C)n(C)n(-c2ccccc2)c1=O	0.9%	-6.2%	1.5%	3.8%	-4.5%	-6.1%	1.0%	8.8%	0.2%
COc1ccc[nH]c1=O	4.1%	-3.7%	-0.6%	-0.5%	-4.1%	1.2%	3.3%	12.1%	-0.3%
Cc1ccccc1S(=O)(=O)NCC1CCCO1 (centres undefined)	-13.3%	-13.4%	·	-0.9%	-0.8%	12.3%	1.2%	6.8%	0.2%
Cn1ncc([N+](=O)[O-])c1C(=O)N1CCCCCC1	-8.8%	-7.5%	·	·	-5.2%	-4.2%	·	·	-0.8%
CCN(CC(=O)Nc1cc(Cl)ccc1C)C(=O)c1ccc2c(=O)n3c(nc2c1)CCC3	·	·	·	1.6%	-5.8%	-1.1%	-0.9%	3.7%	·
COc1ccc(-n2cc(-c3ccccc3)[n+]3c2CCCCC3)cc1	-5.8%	-9.2%	1.0%	-3.8%	4.4%	4.2%	-0.7%	-2.5%	0.3%
CCN(CCn1cccn1)Cc1nc(Cc2cccc(F)c2)no1	-5.8%	-1.0%	1.2%	6.5%	1.5%	11.6%	1.5%	8.2%	0.1%
CCOC(=O)Nc1ccc2c(c1)ncn2C1CCCCC1	5.3%	-5.0%	-1.7%	0.8%	-3.5%	1.6%	0.5%	-3.2%	-0.8%
S=C(NCc1ccc(Cl)cc1)NC1CCCCC1	-1.8%	-5.1%	-2.5%	7.6%	-8.9%	5.5%	4.6%	6.3%	-1.5%
CN1CCc2c(sc3c2c(=O)n(-c2ccccc2)c2n[nH]c(=S)n32)C1	2.9%	1.9%	-1.4%	0.4%	7.6%	19.5%	1.7%	25.6%	0.0%
COc1cc(Cl)cc(/C=N/NC(N)=O)c1O	10.3%	-6.1%	0.8%	5.0%	-3.0%	12.2%	17.1%	14.8%	-0.3%
CN(CC(=O)Nc1ccc(F)cc1)C(=O)COC(=O)c1cc(S(=O)(=O)N(C)C)ccc1N1CCCC1	·	·	·	4.8%	-7.3%	3.3%	0.6%	-0.4%	·
COc1ccc(/C=C2\SC(=S)N(CC(=O)N(C)C3CCS(=O)(=O)C3)C2=O)cc1 (centres undefined)	-10.3%	-8.8%	·	3.7%	0.8%	0.0%	-1.0%	6.2%	0.2%
CC1Cc2ccccc2N1Cc1cc(=O)c(OCC(=O)Nc2ccccc2)co1 (centres undefined)	·	·	·	-3.3%	0.7%	4.9%	2.6%	15.2%	·
CCOC(=O)c1c(O)c2c(n(Cc3ccco3)c1=O)CCCC2	-12.1%	-3.6%	-7.8%	-0.3%	-6.8%	-5.8%	2.9%	14.6%	-0.2%
Cc1ccc(/C=N/NC(=O)c2cccc(NC(=O)c3ccccc3C)c2)o1	-2.4%	0.8%	·	-1.5%	-3.2%	8.0%	1.6%	13.0%	-0.3%
CCn1c(SCC(N)=O)nnc1-c1ccc(OC)c(OC)c1	13.3%	-1.8%	0.3%	-6.9%	-2.4%	7.7%	-0.3%	-5.1%	0.2%
CC(=O)Oc1ccc2ccccc2c1C(NC(=O)C(C)C)c1cccc([N+](=O)[O-])c1 (centres undefined)	6.3%	-4.7%	2.7%	-11.3%	-5.6%	2.9%	0.3%	9.6%	-0.9%
Cc1oc(-c2ccccc2Cl)nc1CS(=O)CC(=O)N1CCN(c2ccccc2)CC1 (centres undefined)	11.5%	-3.5%	·	-11.1%	-4.4%	3.5%	10.3%	8.7%	-0.2%

Three compounds out of the list, sorted by length of the SMILES, highest first:
SMILES	GPR35 arrestin U2OS	LYP phosphatase	CSM14.1 death rescue	Salmonella PhoP GFP	Dengue-2 NS5 capping	MgcRacGAP inhibition	RSV antiviral HEp-2	Large T inhibition	West Nile virus CPE	others
Cc1noc(C)c1S(=O)(=O)Nc1c(C)n(C)n(-c2ccccc2)c1=O	0.9%	-6.2%	1.5%	3.8%	-4.5%	-6.1%	1.0%	8.8%	0.2%
CC1Cc2ccccc2N1Cc1cc(=O)c(OCC(=O)Nc2ccccc2)co1 (centres undefined)	·	·	·	-3.3%	0.7%	4.9%	2.6%	15.2%	·
COc1cc(Cl)cc(/C=N/NC(N)=O)c1O	10.3%	-6.1%	0.8%	5.0%	-3.0%	12.2%	17.1%	14.8%	-0.3%

Later entries.
SMILES	GPR35 arrestin U2OS	LYP phosphatase	CSM14.1 death rescue	Salmonella PhoP GFP	Dengue-2 NS5 capping	MgcRacGAP inhibition	RSV antiviral HEp-2	Large T inhibition	West Nile virus CPE	others
Cc1ccccc1NC(=O)Nc1nc2ccc(S(C)(=O)=O)cc2s1	2.6%	4.4%	-2.4%	1.7%	1.3%	5.8%	2.4%	22.4%	-0.3%
O=C(N/N=C/c1ccncc1)c1ccc(NC(=O)c2cccc(Cl)c2)cc1	0.1%	-6.1%	0.4%	-1.0%	1.5%	-1.9%	1.3%	10.5%	0.0%
COC(=O)N/N=C/c1cccc(OC(=O)c2ccc3c(c2)OCO3)c1	3.0%	-2.3%	·	-12.9%	3.8%	9.4%	·	9.2%	-0.1%
Cc1cc(C)cc(-n2c(C)cc(C=C(C#N)C#N)c2C)c1	5.7%	-3.0%	-1.0%	13.5%	4.0%	2.8%	2.6%	4.2%	-0.2%
COc1ccc(C2Nc3ccccc3NC3=C2C(=O)CC(C)(C)C3)c(OC)c1OC (centres undefined)	0.3%	-6.3%	·	1.3%	15.9%	11.0%	1.6%	3.8%	-0.1%
CCOC(=O)c1cnc2ccc(C)cn2c1=O	-1.6%	-6.4%	·	0.9%	-13.4%	9.2%	0.7%	9.6%	0.3%
Cc1ccccc1Cn1cnc2c(nnn2Cc2ccc(F)cc2)c1=O	7.3%	-4.7%	-1.0%	-19.8%	-1.6%	10.0%	1.8%	6.3%	-0.2%
Cc1coc2cc3oc(=O)c(CCC(=O)NCCCN4CCCC4=O)c(C)c3cc12	-21.0%	-2.2%	·	2.5%	-2.2%	-1.0%	·	15.9%	-1.8%
Cc1ccccc1OCC(=O)N/N=C1\SCC(=O)N1Cc1ccccc1	16.7%	-5.6%	3.2%	6.2%	-3.6%	6.9%	3.5%	29.7%	-0.5%
COC(=O)Nc1sc2c(c1C(=O)NC1CC1)CCCCCC2	13.7%	-3.4%	-1.8%	5.2%	12.8%	7.3%	0.7%	17.9%	1.0%
CCc1nnc(NC(=O)CSc2nccn2-c2cccc(C)c2)s1	6.7%	-8.9%	-0.8%	9.7%	0.7%	2.8%	2.8%	12.7%	-0.7%
COC(=O)CCc1c(C)c(C(=O)c2cc(F)c(F)c(F)c2F)c2ccccn12	0.3%	-5.2%	1.1%	2.3%	-15.6%	-7.1%	-1.2%	-0.8%	0.1%
COc1cc(/C=N/NC(=O)c2ccc(N)cc2)ccc1OC(=O)c1cccc(C)c1	5.0%	-4.6%	·	8.8%	2.6%	7.7%	3.4%	17.3%	0.0%
Cc1cc(C)c(N(CC(=O)NC(C)(C)C)C(=O)CNC(=O)c2cccs2)c(C)c1	-3.7%	0.3%	-0.7%	·	·	·	-1.5%	·	-0.6%
COc1ccc2nc3c(cc2c1)c(NC(=O)C1CCCO1)nn3CC(C)C (centres undefined)	1.1%	-0.2%	2.4%	-12.4%	4.7%	13.8%	-0.7%	17.6%	0.7%
Cc1ccc(Br)cc1S(=O)(=O)N1CCN(c2ccccc2)CC1	-4.9%	3.0%	·	7.7%	1.1%	12.3%	7.4%	4.4%	-0.3%
CC(C)[C@H](NC(=O)OCc1ccccc1)C(=O)NC(C=O)Cc1ccccc1 (some centres undefined)	·	·	·	-4.0%	-8.1%	5.2%	3.8%	14.5%	·
CN(C)C(=O)COc1ccc2cc(-c3ccccc3)c(=O)oc2c1	-5.1%	-70.2%	-2.0%	-0.9%	-6.1%	11.1%	3.6%	7.7%	-0.6%
Cc1cccc[n+]1CC(=O)c1ccc(NC(=O)c2ccccc2)cc1	-2.0%	-4.6%	·	-7.1%	-2.0%	-2.6%	0.8%	7.8%	0.0%	Dengue-2 NS5 capping pilot replicate=-1.8
CCN(CC)c1ccc(/C=N/N2CCN(c3ccccc3OC)CC2)cc1	-8.4%	2.2%	·	13.4%	1.2%	13.0%	5.5%	19.4%	-0.3%
Cc1cc(=O)oc2cc3c(cc12)OCCN3	15.3%	-68.5%	-0.4%	28.8%	-0.8%	6.5%	3.1%	16.9%	1.4%
CS(=O)(=O)N(CC(=O)NCCSCc1c(F)cccc1Cl)c1ccc2c(c1)OCO2	-6.5%	-2.8%	-0.6%	0.7%	8.9%	3.0%	-0.1%	2.8%	-0.4%
CS(=O)(=O)c1ccc(Cl)c(NC(=O)C2CC(=O)N(Cc3ccccc3)C2)c1 (centres undefined)	3.1%	-4.8%	1.4%	-19.1%	-1.6%	7.9%	2.4%	1.0%	-0.3%
Cc1ccc(NS(=O)(=O)c2ccc(CCC(=O)NCCO)cc2)cc1	1.3%	-9.1%	0.2%	1.7%	-0.8%	6.6%	1.1%	10.7%	0.0%
CC(=O)NN1C(=O)c2ccccc2NC1c1ccccc1 (centres undefined)	5.7%	-12.8%	·	-2.2%	-1.3%	8.4%	0.2%	2.5%	-0.4%
COc1cccc(CNS(=O)(=O)c2ccc3c(c2)NC(=O)CS3)c1	-12.8%	-9.4%	·	-4.6%	0.9%	10.3%	-1.5%	·	-0.1%
CCOC(=O)C1(C)C=C(Nc2ccc(O)cc2)C(=O)N1c1ccc(O)cc1 (centres undefined)	-20.1%	0.8%	-8.1%	4.7%	3.6%	21.4µM*	0.5%	8.11µM*	-0.6%
COc1ccccc1OCc1n[nH]c(=S)n1Cc1ccccc1	11.6%	-2.9%	-0.2%	-3.9%	-5.4%	0.9%	2.6%	2.6%	0.6%
COc1ccc(C(=O)OCCN2CCCCC2)cc1	-10.4%	-6.9%	-0.7%	-5.2%	2.2%	-1.0%	-1.7%	11.7%	0.2%
O=C(NCc1ccccn1)C1COc2ccccc2O1 (centres undefined)	9.8%	-11.3%	-0.7%	-4.8%	2.4%	7.8%	1.0%	7.7%	0.2%
O=S(=O)(NN=C1CCCCCC1)c1ccc(Cl)cc1	4.5%	-12.8%	·	-0.8%	-3.9%	7.9%	1.7%	18.7%	-0.2%
Cc1ccc(-c2nnn(CC(=O)N3CCC(C)CC3)n2)o1	11.3%	-3.4%	-1.6%	0.0%	-7.8%	-6.9%	0.4%	9.7%	-0.4%
CC(CN1CCOCC1)OC(=O)Cc1ccc(Cl)cc1 (centres undefined)	-5.0%	-5.4%	-1.5%	-4.8%	-9.8%	-5.9%	2.1%	11.1%	0.8%
CC1(C)CC(C(=O)Nc2nccs2)CCO1 (centres undefined)	8.0%	-12.2%	0.1%	1.3%	-2.7%	6.5%	1.8%	1.1%	0.6%
